Compound activity: PubChem BioAssay, several laboratories
Rv3671c protease – inhibitors of M. tuberculosis serine protease Rv3671c. P9WHR9. inhibition, % at 5.96 µM. 0.048% of 320,000 active; in the data active means inhibition above about 38%;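 further: extracellular domain of Rv3671c used as enzyme; 0% = enzyme with DMSO and 100% = no enzyme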
Target sequence (P9WHR9 whole entry, looked up, the tested form may be a part): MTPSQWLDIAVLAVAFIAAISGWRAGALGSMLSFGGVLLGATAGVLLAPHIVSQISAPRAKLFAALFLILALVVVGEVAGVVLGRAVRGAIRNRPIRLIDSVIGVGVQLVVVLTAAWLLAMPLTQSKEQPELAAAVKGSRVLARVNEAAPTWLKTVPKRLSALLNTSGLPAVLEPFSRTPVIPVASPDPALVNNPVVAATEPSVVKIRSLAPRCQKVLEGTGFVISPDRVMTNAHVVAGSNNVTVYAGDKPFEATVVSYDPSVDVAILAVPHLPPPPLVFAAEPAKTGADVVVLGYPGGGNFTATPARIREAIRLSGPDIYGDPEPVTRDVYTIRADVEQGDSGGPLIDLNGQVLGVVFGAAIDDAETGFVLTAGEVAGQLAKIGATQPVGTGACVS
Anthrax LF inh2 – anthrax lethal factor protease inhibition | P15917 | multiplex microsphere protease cleavage assay, LF | inhibition, % at 10 µM | 0.12% of 360,000 active | AID 588501; further: plate controls were buffer without enzyme for full effect and enzyme alone for no effect
SARS 3CLpro inh – SARS-CoV 3CLpro protease inhibition; inhibition, % at 6 µM; recombinant SARS-CoV 3CLpro, quenched FRET peptide cleavage; P0C6X7; 0.14% of 290,000 active; in the data active means inhibition above about 12%
DUSP3 inh – inhibitors of human VHR1 phosphatase (DUSP3); 0.52% of 290,000 active; inhibition, % at 13.3 µM; recombinant VHR phosphatase, pNPP absorbance; in the data active means inhibition above about 50%; further: some compounds called inactive have numbers as strong as hits
Target sequence (P51452 whole entry, looked up): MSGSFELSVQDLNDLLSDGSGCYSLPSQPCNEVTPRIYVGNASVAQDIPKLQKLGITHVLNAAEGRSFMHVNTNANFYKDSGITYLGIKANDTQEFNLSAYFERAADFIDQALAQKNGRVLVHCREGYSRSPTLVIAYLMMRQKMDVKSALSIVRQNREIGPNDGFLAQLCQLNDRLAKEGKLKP
PrPC TRFRET – reduces human prion protein on the cell surface. cell surface PrPC, TR-FRET read-out. inhibition, % at 13.8 µM. 0.43% of 370,000 active. AID 720596; in the data active means inhibition above about 24%; further: 0% = median of the test wells and 100% = reference compound wells
BoNT F protease – blocks Botulinum neurotoxin F light chain protease; Multiplex microsphere protease cleavage assay, flow cytometry; inhibition, % at 10 µM; 0.22% of 360,000 active; in the data active means inhibition above about 35%, passing the limit was not always enough; inconclusive means no clear call, values can overlap the other calls; further: plate controls were buffer without enzyme for full effect and enzyme alone for no effect
BoNT-A LC inh2 – inhibitors of Botulinum neurotoxin A light chain protease | 0.17% of 360,000 active | AID 588499 | multiplex microsphere protease substrate cleavage, flow cytometry | inhibition, % at 10 µM; further: plate controls were buffer without enzyme for full effect and enzyme alone for no effect
MazF activator – MazEF (E. coli) toxin RNase activation; P0AE70; FAM/BHQ RNA-DNA oligo cleavage fluorescence, 5 h; activation, % at 20 µM; 0.32% of 350,000 active; in the data active means activation above about 50%
Target sequence (P0AE70 whole entry, looked up): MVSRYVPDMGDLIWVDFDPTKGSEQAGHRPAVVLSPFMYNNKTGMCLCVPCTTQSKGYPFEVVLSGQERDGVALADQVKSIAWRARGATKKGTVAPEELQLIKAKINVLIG
PriA SSB inh – K. pneumoniae PriA-SSBct interaction inhibition; AlphaScreen SSBct-PriA binding, biotinylated peptide; inhibition, % at 33 µM; 0.6% of 430,000 active; in the data active means inhibition mostly above about 37%, no sharp cut-off; inactive means mostly below about 20%;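 further: plate controls were negative control peptide for no effect and reference peptide for full effect; strong numbers were not always called active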
CCHF vOTU inh – CCHFV vOTU protease inhibition. Pep-AMC fluorescence. AID 651958. 0.55% of 370,000 active. inhibition, % at 11.5 µM; in the data active means inhibition above about 30%; further: 0% = vehicle wells with enzyme and 100% = no enzyme wells
Starred values were filed as active, the others as inactive; ? = inconclusive; · = no result given. Unless noted, no stated cut-off is given here; in the data, active means inhibition above about 30%; inconclusive means no clear call, values can overlap the other calls; inactive means below that.

SMILES	Rv3671c protease	Anthrax LF inh2	SARS 3CLpro inh	DUSP3 inh	PrPC TRFRET	BoNT F protease	BoNT-A LC inh2	MazF activator	PriA SSB inh	CCHF vOTU inh
O=C(Nc1ccccc1)OCCc1ccccn1	·	5	·	·	9	4	0.1	10	-8	1
COc1ccccc1C(=O)N1CCN=C1SC	-9	-1	-5	10	-3	?	-0.5	-4	4	1
CCCCN(C(=O)COC(=O)COc1c(C)cc(C)cc1C)c1c(N)n(CCC)c(=O)[nH]c1=O	-6	0	·	·	1	-11	-0.2	-1	2	-3
O=C(N/N=C/c1c(O)n(CCc2ccc(F)cc2)c(=O)[nH]c1=O)c1ccccc1	12	0	0	-7	9	-9	-1.2	-2	·	3
O=C(CCSc1ccc(Cl)cc1)N1CCN(c2ccc(O)cc2)CC1	5	-17	4	13	38*	-10	-0.9	3	24	11
C[C@H]1CN([C@@H](C)CO)C(=O)CCCn2cc(nn2)CO[C@@H]1CN(C)C(=O)Nc1cccc(F)c1	·	-3	·	·	-3	-1	-0.3	7	·	-2
COC(=O)C1=C(c2ccc(OC)c(OC)c2)C[C@@H]2CC[C@H]1N2C(=O)NCCCOC(C)C	2	-6	·	·	-1	-8	-1.0	2	-2	3
Cc1cccc(N(CC(=O)N2CCCC2)S(=O)(=O)c2ccccc2)c1	-4	14	3	19	6	-6	-0.8	3	-2	0
C#CCOC(=O)c1ccc(-n2cncn2)nc1	-7	-4	-2	-15	9	-21	-1.0	4	-19	3
O=C(C(=O)N1CCOCC1)c1cn(Cc2ccc(F)cc2)c2ccccc12	-3	0	-5	2	0	1	0.5	6	4	9
CCN1CCN(C(CNS(=O)(=O)c2ccccc2)c2cccnc2)CC1 (centres undefined)	-6	-1	-7	26	-12	3	1.4	-7	-2	9
C=CCOc1ccc(C2NC(=O)c3ccccc3O2)cc1OCC (centres undefined)	-4	-2	3	14	-1	22	2.3	-27	5	-11
Cc1c(NC(=S)N/N=C/c2cc([N+](=O)[O-])ccc2O)c(=O)n(-c2ccccc2)n1C	7	-6	0	12	-6	-4	-0.3	-9	·	0
C=CCN(CC=C)S(=O)(=O)c1ccc(C(=O)Nc2nnc(COC)o2)cc1	2	-2	3	22	0	1	0.2	2	14	1
C/C(=N/Nc1ccc(F)cc1)c1ccc(Cl)s1	-2	1	-1	-2	1	0	-0.6	13	·	5
C=CCNc1nnnc2c1sc1nc(N3CCOCC3)c3c(c12)CCCC3	-2	-6	1	13	-1	-6	0.4	-18	4	10
O=C(O)c1nc(N2CCCCC2)ncc1Cl	-2	-3	4	23	-3	-9	-1.1	-1	-6	4
Clc1ccc(CNc2ccc(CNc3ncn[nH]3)cc2)cc1	3	-1	4	-1	3	-5	-0.5	10	2	-13
COc1ccc(NC(=O)N(C)C[C@H]2Oc3ccc(NS(=O)(=O)c4c(C)noc4C)cc3C(=O)N([C@H](C)CO)C[C@@H]2C)cc1	0	-3	·	·	5	-1	-0.1	2	3	-5
Clc1ccc(/C=N/Nc2ncnc3nc[nH]c23)cc1	-3	-5	-4	21	-12	1	0.6	13	·	-2
COC(C(=O)Nc1ccnn1C1CCN(Cc2ccc(CO)o2)CC1)c1ccccc1 (centres undefined)	1	1	1	19	-5	-4	1.3	-1	-6	-1
CCOC(=O)C1(Cc2cccc(Cl)c2)CCCN(C(=O)c2cccnc2)C1 (centres undefined)	-6	-9	0	22	-1	-4	-0.6	-14	-5	-3
CCC(Oc1ccccc1)C(=O)N1CC(C)CC(C)C1 (centres undefined)	5	4	3	-17	-3	-8	-0.4	5	-13	2
CCC(=O)Nc1ccc(S(=O)(=O)Nc2ccc(Cl)nn2)cc1	-20	1	2	0	-3	0	-0.2	-17	-8	2
COc1ccc(C(=O)Cn2c(C)nc([N+](=O)[O-])c2Br)cc1	3	-24	-3	13	-4	?	?	-5	5	4

Arranged by heavy-atom count (low to high): 4 of the compounds above
SMILES	Rv3671c protease	Anthrax LF inh2	SARS 3CLpro inh	DUSP3 inh	PrPC TRFRET	BoNT F protease	BoNT-A LC inh2	MazF activator	PriA SSB inh	CCHF vOTU inh
COc1ccccc1C(=O)N1CCN=C1SC	-9	-1	-5	10	-3	?	-0.5	-4	4	1
Clc1ccc(CNc2ccc(CNc3ncn[nH]3)cc2)cc1	3	-1	4	-1	3	-5	-0.5	10	2	-13
O=C(N/N=C/c1c(O)n(CCc2ccc(F)cc2)c(=O)[nH]c1=O)c1ccccc1	12	0	0	-7	9	-9	-1.2	-2	·	3
COC(C(=O)Nc1ccnn1C1CCN(Cc2ccc(CO)o2)CC1)c1ccccc1 (centres undefined)	1	1	1	19	-5	-4	1.3	-1	-6	-1

(cont.)
SMILES	Rv3671c protease	Anthrax LF inh2	SARS 3CLpro inh	DUSP3 inh	PrPC TRFRET	BoNT F protease	BoNT-A LC inh2	MazF activator	PriA SSB inh	CCHF vOTU inh
O=C1c2ccccc2C(=O)N1Cc1ccccc1F	1	-3	4	-11	-1	-6	-4.5	12	-9	11
C#CCOCCOCCOCCNc1nc(N2CCN(C(=O)[C@H](CCCCN)n3cc([C@@H](N)CC(C)C)nn3)CC2)nc(N2CCN(C(=O)[C@H](CCCCN)n3cc([C@@H](N)CC(C)C)nn3)CC2)n1	-18	-10	5	36	·	-30	-1.0	15	-1	·
O=C(COc1ccc(S(=O)(=O)NC2CCCCC2)cc1)NCCC1=CCCCC1	-1	-4	0	-14	7	6	0.4	-1	-2	19
O=[N+]([O-])c1ccccc1S(=O)(=O)n1nnc2ccccc21	0	-1	4	10	-1	2	0.5	4	4	13
COCCN(C(=O)COC(=O)c1cccs1)c1c(N)n(Cc2ccccc2)c(=O)[nH]c1=O	-6	-8	1	-19	2	-42	-24	2	-12	4
COc1ccc(N(CC(=O)N2CCN(c3ccccc3)CC2)S(=O)(=O)c2ccc(C)cc2)cc1	0	-4	-3	22	-5	5	0.9	-1	0	2
CC12CCC(=O)N1C(C(=O)Nc1cccc(S(=O)(=O)N3CCCCCC3)c1)CS2 (centres undefined)	4	-3	·	·	5	5	5.4	3	-50	11
O=C(NCc1ccccc1)c1ccc(CS(=O)(=O)c2ccc(Br)cc2)o1	1	0	1	25	5	-1	0.0	-2	-10	-10
CCOC(=O)C(Cc1ccccc1)C(=O)Nc1ccccc1C (centres undefined)	1	-6	1	17	-1	-2	-0.4	-1	-13	-9
CCOC(=O)c1c(CSc2ccc(C)cc2)oc2ccc(O)cc12	-15	-2	1	15	8	1	-0.2	0	3	19
COc1ccc2oc(=O)c(C(=O)N3CCc4ccccc43)cc2c1	-3	1	2	12	0	-10	0.7	22	-3	-4
Cc1ccccc1OCC(O)Cn1c(NCCN(C)C)nc2c1c(=O)n(C)c(=O)n2C (centres undefined)	6	-6	-1	29	-7	7	0.2	·	·	4
O=C(NCCc1ccccc1)C1CCN(S(=O)(=O)c2cccc3nsnc23)CC1	2	1	1	-15	-12	10	0.7	3	-11	-3
CCOC(=O)Cc1c(C)nc2cc(-c3ccc(Cl)cc3)[nH]n2c1=O	-4	1	-3	-11	3	18	-0.7	5	-9	0
CCOC(=O)Cn1c(=O)oc2cc(S(=O)(=O)N3CCN(C(=O)c4ccco4)CC3)ccc21	-1	-2	-1	40	3	-3	0.2	-5	-2	-16
O=C(c1ccc(-c2ccccc2)cc1)N1CCN(Cc2ccccn2)CC1	·	-7	5	15	-2	-3	1.0	-1	5	-6
CCC(C)NC(=O)C1c2ccccc2C(=O)N1Cc1cc(OC)ccc1OC (centres undefined)	-7	-14	-7	19	1	-1	0.5	7	4	-1
CCOc1cc(C)c(S(=O)(=O)Nc2ccc(F)cc2)cc1C	-4	-2	9	-13	9	2	0.5	-4	-4	-5
O=C(CC1CCCCC1)NCc1ccc(F)cc1	-4	-2	3	6	-4	-4	0.2	2	25	-11
Cc1nc2ncnn2c(C)c1CCC(=O)Oc1ccccc1	-20	·	-1	19	7	·	·	7	-6	3
Cc1ccc(CN(C)C(=O)CC2C(=O)NCCN2CC2CCCCC2)cc1 (centres undefined)	0	-7	-4	26	-7	-12	0.2	-24	-1	-11
Cc1cccc(OCC(=O)NNC(=O)Cn2c(=O)cnc3ccccc32)c1	2	-4	·	·	-4	-8	-1.5	-2	-11	-1
Cc1cc(C)cc(NC(=S)N2CCC(N(C)CC3CCCO3)CC2)c1 (centres undefined)	-2	-2	5	-6	0	-6	0.2	-2	-4	3
Cc1cccc2sc(NC(=O)Cn3c(C)csc3=O)nc12	·	-1	·	·	5	2	0.6	-1	4	-2
COc1cccc(NC(=O)N2CCCCCC2)c1	7	2	4	23	-2	-4	3.1	1	-8	1

Other records
SMILES	Rv3671c protease	Anthrax LF inh2	SARS 3CLpro inh	DUSP3 inh	PrPC TRFRET	BoNT F protease	BoNT-A LC inh2	MazF activator	PriA SSB inh	CCHF vOTU inh
O=C(CSCC(=O)NC1CCCC1)Nc1ccccc1	-14	-2	5	-1	-4	-2	0.0	4	-23	-8
Cc1csc(NC(=O)C(Cl)c2ccccc2)n1 (centres undefined) (tested in a mixture with another compound)	4	-13	·	·	-1	?	-1.5	7	·	-4
O=C(O)CC(C(=O)Nc1ccc(Cl)cc1)N1CCCCCC1 (centres undefined)	0	2	-5	32	2	-15	-9.3	12	2	-1
C=CCn1c(NCc2cc(C)ccc2O)nc2ccccc21	9	-2	-3	50*	-4	-7	-0.2	10	-1	12
CSc1ccc(C2Nc3ccccc3-c3cc(C)nn32)cc1 (centres undefined)	-9	-2	3	12	-1	4	3.2	-8	-55	-7
COc1ccccc1-n1c(C)c(C(=O)O)c2cc(OC)c3ccccc3c21	-6	0	14*	-24	-4	8	-2.5	1	-3	-9
Cc1ccc(-c2nc(N=Nc3ccc(O)cc3)n[nH]2)cc1	4	-1	-3	4	-13	-18	-2.1	0	13	-2
CN(Cc1cnn(C)c1)C(=O)c1ccc(OC2CCN(CCc3ccccc3)CC2)cc1	6	2	1	38	-7	6	-0.1	2	-5	-1
COC(C(=O)Nc1ccnn1C1CCN(C(=O)c2ccc(C)cc2)CC1)c1ccccc1 (centres undefined)	-1	-5	-1	51*	2	0	-0.3	2	5	-6
COc1cc(/C=C/c2nc(-c3ccccc3O)n[nH]2)cc(OC)c1OC	-6	-5	9	12	-10	-14	-0.9	6	10	-10
O=C(NCc1ccco1)c1cc2n(n1)C(C(F)(F)F)CC(c1ccc(Br)cc1)N2 (centres undefined)	1	4	2	32	3	-4	-1.5	0	-2	3
CC1(C)CC[C@]2(C(=O)n3ccnc3)CC[C@]3(C)[C@H](C(=O)C=C4[C@@]5(C)C=C(C#N)C(=O)C(C)(C)[C@@H]5CC[C@]43C)[C@@H]2C1	·	0	·	·	5	12	-0.8	-7	4	14
O=c1oc2ccccc2c(N2CCCC2)c1CN1CCCC1	-6	-2	4	33	2	-6	-1.1	-3	12	-6
CCCCCN(C(=O)CCC(=O)OCC(=O)N(C)C1CCCCC1)c1c(N)n(CCCC)c(=O)[nH]c1=O	4	-5	·	·	-1	-4	1.7	0	-1	13
COc1cc(C(=O)NCCC(=O)NCc2ccc3c(c2)OCO3)cc(OC)c1OC	1	2	5	31	0	6	0.0	-12	-9	7
CCc1ccc(CN(C(=O)COc2c(C)cccc2C)C2CCS(=O)(=O)C2)cc1 (centres undefined)	4	0	-1	0	-4	-1	-1.3	-1	-9	18
O=C(COC(=O)C1CCN(c2ccc(C(F)(F)F)cn2)CC1)c1cccc(Br)c1	-2	4	·	·	6	1	3.7	-19	-20	-13
CCOc1ccc(Cl)cc1-c1cc(C(=O)NCCc2ccncc2)[nH]n1	·	3	·	·	3	7	-0.6	·	·	0
O=C1NC(=S)N(c2cccc(Cl)c2)C12CCCCC2	-4	-1	-2	-1	3	-2	-0.4	-5	-4	6
COc1ccc(-n2nnnc2C(CCSC)N2CCN(C/C=C/c3ccccc3)CC2)cc1 (centres undefined)	·	-13	·	·	-11	-3	-0.2	·	·	4
CSc1ccc(CN(C)Cc2nc3cc(C(F)(F)F)ccc3c(=O)[nH]2)cc1	6	4	-1	8	-4	6	0.1	11	2	2

Only part of the results is shown (hit frequency here may not be typical).
